Screening results (PubChem)
RmlCD inh 1536: M. tuberculosis RmlC/RmlD coupled enzyme inhibitors, primary screen, biochemical, compound mixtures, 384-well, from 1536-well plates; dTDP-4-dehydrorhamnose reductase (Mycobacterium tuberculosis (strain ATCC 25618 / H37Rv)) …; RmlC+RmlD coupled enzyme assay, percent inhibition; primary screen in compound mixtures; inhibition, % at 3.6 µM; 160,000 compounds, 0.03% hits; in the data active = inhibition mostly above about 34%, no sharp cut-off; inconclusive = no clear call, values can overlap the other calls; inactive = mostly below about 22%; also: some results filed as inactive read as strong as hits
Target sequence (P9WH09 whole entry, looked up): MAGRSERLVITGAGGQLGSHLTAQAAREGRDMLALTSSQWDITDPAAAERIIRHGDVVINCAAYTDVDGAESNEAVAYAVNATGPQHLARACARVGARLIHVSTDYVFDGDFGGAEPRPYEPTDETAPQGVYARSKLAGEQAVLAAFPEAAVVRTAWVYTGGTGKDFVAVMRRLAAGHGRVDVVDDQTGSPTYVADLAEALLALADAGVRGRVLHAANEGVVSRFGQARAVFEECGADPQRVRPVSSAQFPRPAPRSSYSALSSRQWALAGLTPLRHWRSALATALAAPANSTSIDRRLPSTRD
Target sequence (P9WH11 whole entry, looked up): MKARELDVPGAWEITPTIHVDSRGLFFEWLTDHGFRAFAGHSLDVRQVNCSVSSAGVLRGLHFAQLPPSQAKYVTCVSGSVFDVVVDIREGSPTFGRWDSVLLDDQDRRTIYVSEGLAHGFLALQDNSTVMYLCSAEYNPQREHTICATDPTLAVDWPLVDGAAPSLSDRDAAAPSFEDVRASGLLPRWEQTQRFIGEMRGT
GlmU inhibition: inhibition of mycobacterial GlmU enzyme – biochemical, glucosamine-1-phosphate acetyltransferase (AID 1376) | Bifunctional protein GlmU (Mycobacterium tuberculosis (strain ATCC 25618 / H37Rv)) | M. tuberculosis GlmU acetyltransferase enzyme assay; higher % means a stronger effect | inhibition, %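 (tested at 30 µM in the primary screen)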, or IC50 in µM where a hit was titrated | 220,000 compounds, 0.25% hits; in the data active = inhibition above about 13%; inconclusive = no clear call, values can overlap the other calls;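 also: 0% = complete reaction with vehicle and 100% = reaction without substrate; strong numbers were not always called active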
* hit, by the source's call; ? = inconclusive; . = not tested or not shown; & = joins results of further samples. These rows are one share of the data, so the mix of outcomes need not match the whole.

Compound,RmlCD inh 1536,GlmU inhibition
Oc1cccc(C(Nc2nccs2)c2ccc3cccnc3c2O)c1 (stereo not given),8,-2.2%
O=C(NCCc1ccc(Cl)cc1)c1cnc2n(c1=O)CCS2,.,-9.5%
CCC(C)Sc1nc2c(c(=O)[nH]c(=O)n2C)n1Cc1ccccc1Cl (stereo not given),.,0.2%
C#CCOC(=O)C1C2C=CC(C2)C1C(=O)O (stereo not given),15,-0.8%
CC(C)(C)c1ccc(C(=O)N2CCN(CCNC(=O)C(=O)NCc3ccccc3)CC2)cc1,.,3.4%
COc1ccc([C@H]2[C@@H](C#N)[C@H](C#N)N3CCCN23)cc1,.,-0.2%
Cc1nc2cc(Cl)c([N+](=O)[O-])cc2s1,.,4.0%
COc1ccc(S(=O)(=O)Cc2ccc(C(=O)NC(C)C)o2)cc1,-4,0.1%
O=C(NNC(=S)NCC1CCCO1)c1cccc(S(=O)(=O)N2CCOCC2)c1 (stereo not given),-1,-1.4%
CCOC(=O)c1oc2ccccc2c1CN1CCN(C)CC1,.,-2.0%
O=C(CN1C(=O)/C(=C/c2ccccc2F)Sc2ccccc21)N1CCN(c2ccccn2)CC1,-11,-2.6%
CSc1nnc(CCCCCNC(=O)OC(C)(C)C)o1,37,2.7%
COc1cc2[nH]c(=O)n(CCC(=O)NC3CCCC3)c(=O)c2cc1OC,.,-4.5%
COc1ccc(NC(=O)CC2CC3CCC2C3)cn1 (stereo not given),47,-1.1%
Cc1ccc(/C=C2\SC(=S)N(C(Cc3ccccc3)C(=O)O)C2=O)cc1 (stereo not given),-9,5.1%
Nc1nnc(SCC(=O)OCC(=O)c2ccccc2Br)s1,5,3.8%
COc1ccc(CNc2oc(-c3ccccc3)nc2C#N)cc1,-11,1.2%
COc1cc(NC(=O)c2cccc(COCC(F)(F)C(F)F)c2)cc(OC)c1OC,-6,-1.0%
Cc1ccc(SC(C)C(=O)Nc2cccnc2)cc1 (stereo not given),32,0.3%
COC(=O)C(NC(=O)C(C)NC(=O)OCc1ccccc1)C(C)C (stereo not given),11,4.1%
Cc1onc(-c2ccccc2)c1C(=O)Nc1ccc(S(=O)(=O)Nc2nccs2)cc1,-10,2.4%
CCCCCn1c(=O)[nH]c2cc(C(=O)NCc3ccco3)ccc2c1=O,-4,2.2%
O=C(O)CCC(=O)N1CCN(c2ncccc2C(F)(F)F)CC1,-6,-7.5%
Nc1ccc(SC(F)(F)F)cc1C(=O)c1ccccc1,1,.
NC(=O)C1=C[C@@H](c2ccc(Br)cc2)C[C@@H](OCCCCO)O1,.,-1.3%
Cc1nnc(SCC(=O)N(C)c2c(N)n(Cc3ccccc3)c(=O)[nH]c2=O)n1Cc1ccccc1,-11,-3.1%
COc1ccccc1CNC(=O)c1cn(C)c2ccc(S(=O)(=O)N3CCCCC3)cc2c1=O,-10,-1.8%
COc1ccccc1NC(=O)COc1cc(C)nc(C(C)C)n1,6,3.5%
COc1ccccc1NC(=O)Nc1nnc(C(C)C)s1,-8,-0.6%
Cc1ccc(S(=O)(=O)N2CCN(C(=O)CN3CCOCC3)C2c2ccccc2)cc1 (stereo not given),3,-0.2%
COCCOc1cc(NC(=O)c2sccc2Oc2ccc([N+](=O)[O-])cc2F)c(Cl)cc1Cl,9,6.7%
CCOC(=O)C1(Cc2ccc(OC)cc2)CCN(C(=O)CCn2ccc(C)n2)CC1,.,-5.6%
COC(=O)C1=COC(C)C2CN3CCc4c([nH]c5cc(OC)c(OC)cc45)C3CC12 (stereo not given),-12,-2.2%
O=C(Nc1ccc(N2CCCC2)cc1)C(c1ccccc1)c1ccccc1,7,-9.2%
COc1ccc(-c2cc(=O)oc3c(C)c(OCc4nn[nH]n4)ccc23)cc1,-9,.
Cc1cc(F)ccc1S(=O)(=O)Nc1c(C)n(C)n(-c2ccccc2)c1=O,8,-2.0%
O=C(c1cccc(S(=O)(=O)N2CCCC2)c1)N1CCN(c2ccccc2)CC1,2,3.1%
CCSc1nnc(-c2ccccc2N)c(=O)[nH]1,-8,-2.2%
O=C(O)CC1SC(=Nc2ccccc2)N(c2ccccc2)C1=O (stereo not given),-5,-2.4%
O=C(NCCCn1ccnc1)c1ccc(Cl)c(S(=O)(=O)N2CCOCC2)c1,8,6.8%
COc1ccc(OC)c(S(=O)(=O)N2CCC(C(=O)Nc3cccc(C(F)(F)F)c3)CC2)c1,-12,6.5%
O=C(Nc1ccc(Cl)c(-c2nc3ccccc3[nH]2)c1)c1cccnc1,-11,2.5%
CCOc1ccc(N(CC(=O)OC)S(=O)(=O)c2ccc3c(c2)n(C)c(=O)c(=O)n3C)cc1,-4,3.3%
CC(C)c1ccc(N=Cc2c(O)n(C3CC3)c(=S)[nH]c2=O)cc1,7,-7.1%
CCOC(=O)Nc1ccc2c(c1)N(C(=O)OCCN(C)C)c1ccccc1CC2,.,3.3%&3.4%
COc1cccc(-c2nnn(CCc3nn[nH]n3)n2)c1,.,-4.8%
O=C(Cn1c(=O)n(-c2ccccc2)c(=O)n1CC(=O)N1CCCCC1)N1CCCCC1,9,1.9%
CN1C(c2ccc(F)cc2)=CS/C1=C(/C#N)c1nnc(N2CCOCC2)n1-c1ccccc1,-1,0.1%

A stretch of the results above:
Compound,RmlCD inh 1536,GlmU inhibition
Oc1cccc(C(Nc2nccs2)c2ccc3cccnc3c2O)c1 (stereo not given),8,-2.2%
O=C(NCCc1ccc(Cl)cc1)c1cnc2n(c1=O)CCS2,.,-9.5%
CCC(C)Sc1nc2c(c(=O)[nH]c(=O)n2C)n1Cc1ccccc1Cl (stereo not given),.,0.2%
C#CCOC(=O)C1C2C=CC(C2)C1C(=O)O (stereo not given),15,-0.8%

Next entries follow:
Compound,RmlCD inh 1536,GlmU inhibition
CCOC(=O)c1c(/N=C/C2C(=O)NC(=S)NC2=O)sc2c1CCC2,8,-3.9%
COc1ccc(/C=C/C(=O)c2cc(F)ccc2OC(=O)c2ccccc2OC)cc1OC,-11,-0.5%
COc1ccccc1NC(=O)CSc1nc(C)c2c(c1C#N)CCCC2,.,4.0%
O=c1[nH]c(=O)n(Cc2ccc(F)cc2)c(O)c1C=NCCCn1ccnc1,-7,-0.3%
COC(=O)c1[nH]c2ccccc2c1NS(=O)(=O)c1ccc(F)c(C)c1,-7,2.7%
Cc1ccc(C(=O)N2CCN(c3ncnc4c(C)csc34)CC2)cc1,2,-1.2%
O=C(O)/C=C/c1ccc2c(c1)OCCO2,.,-1.8%
CNS(=O)(=O)c1cccc(C(=O)OCC(=O)Nc2ccccc2OC(F)F)c1,14,-3.3%
O=C(CSc1ccccn1)N/N=C/c1c[nH]c2ccccc12,3,-0.5%
CCOc1ccc(C(=O)NCC(=O)N2CCc3ccccc3C2)cc1OCC,19,1.8%
COc1ccc(/C=C(\NC(=O)c2ccc(C)cc2)C(=O)Nc2c(C)n(C)n(-c3ccccc3)c2=O)cc1,-10,5.7%
CC(=O)N1CCN(S(=O)(=O)c2cccc(C(=O)Nc3ccc4c(c3)CCC4)c2)CC1,.,1.9%
CCCCn1c(N)c(C(=S)NC(=O)CC(C)(C)C)c(=O)n(C)c1=O,106,-3.7%
COc1ccc(CC(=O)Nc2cc(NC(=O)Cc3ccc(OC)c(OC)c3)cc(C(=O)O)c2)cc1OC,.,-0.5%
N/C(=N\OC(=O)Cc1ccccc1)c1cccnc1,4,-1.5%
N#Cc1c(NC(=O)c2cc(-n3cnnc3)ccc2Cl)sc2c1CCCC2,48,1.1%
Cn1c(SCc2ccc(Br)cc2)nnc1-c1cccs1,.,-5.1%
O=C(NCc1ccco1)c1cccc2ccccc12,8,-1.5%
COc1ccccc1N1CCN(CCCCN2C(=O)c3ccccc3C2=O)CC1,.,4.0%
CCCCC(=O)Nc1sc2c(c1C(N)=O)CCC2,16,4.5%
CN(C)c1ccc(/C=C/C(=O)c2ccc(O)cc2)cc1[N+](=O)[O-],44,-1.4%
CC(C)NC(C)C(=O)c1ccc2ccccc2c1 (stereo not given),?,-2.1%
O=C(/C=C/c1ccc([N+](=O)[O-])cc1)NCCSCc1ccco1,7,0.2%
Cc1cc(NC(=S)Nc2ccccc2)ccc1Br,.,-3.6%
CC(=O)Nc1ccc2c3c(cccc13)CC2,.,-0.4%
COc1ccc(-c2nc3nc(N)nn3cc2C)cc1F,.,-1.5%
O=C(Nc1ccc(OCc2ccccc2)cc1)c1ccccc1,-11,2.0%
CCC(=O)NC(c1cccs1)c1ccc2cccnc2c1O (stereo not given),.,1.0%
Cc1cccc2c(=O)c(Br)c(C)n(Cc3ccccc3)c12,2,-1.6%
CC(C)CCN1C(=O)CCC1(C)C(=O)NC1CCCCCC1 (stereo not given),.,2.9%
COc1ccc(S(=O)(=O)N(Cc2cccs2)C2CCCC2)cc1,5,-3.8%
CCOC(=O)C1CCN(C(=O)c2cccc(C(=O)N3CCC(C(=O)OCC)CC3)c2)CC1,11,5.4%
O=C(N/N=C/c1cccnc1)C(O)(c1ccccc1)c1ccccc1,-8,-0.4%
CCOC(=O)C(C(=O)c1ccccc1)C1CC(C)NC(=S)N1 (stereo not given),.,-3.0%
O=C(O)c1ccc(-c2nnn(Cc3cccc(C(F)(F)F)c3)n2)cc1,-10,-1.3%
CC1=CC(C)(C)Nc2ccc(OC(=O)c3ccco3)cc21,7,2.4%
Cc1ccc(CCSCC(=O)O)cn1,-5,0.4%
CCSc1nc2sc3c(c2c(=O)[nH]1)CCc1ccccc1-3,.,0.8%
CNc1oc(-c2ccc(C)cc2)nc1P(=O)(c1ccccc1)c1ccccc1,-19,-7.8%
CC(C)OC(=O)c1c(NC(=O)c2ccco2)sc2c1CCCCC2,105,1.4%
Cc1cccc(NC(=O)CCn2nc(C)cc2C)c1,5,1.2%
O=C(COc1ccc(Cl)cc1)OCC(=O)N1CCCCCC1,.,2.8%
COc1ccc(C(=O)c2cc(C(C)=O)c(Nc3ccccc3)s2)cc1,-1,6.4%
COc1ccc(N(CC(O)Cn2c(C)nc3ccccc32)S(=O)(=O)c2ccccc2)cc1 (stereo not given),0,6.2%
Cc1ccc(-c2c(C(=O)NC(C)C)oc(=O)c3ccccc23)cc1,-11,3.9%
CC(NC(=S)NCc1ccc(F)cc1)C12CC3CC(CC(C3)C1)C2 (stereo not given),.,0.3%
CC1=C(C#N)C(=O)N(C)C(C)(C)C1,18,2.8%
COc1cc(-c2nnc(SCC(=O)OC3CCCCC3)o2)cc(OC)c1OC,2,-0.2%
CO/N=C(/c1nonc1N)N1CCN(c2ccc([N+](=O)[O-])cc2)CC1,-6,-4.3%
CSC1=NC2C(N1)N(C)C(=O)N2C (stereo not given),0,-6.2%
CCOCCN1CCN(c2c(CC)c(C)nc3cc(-c4cc(OC)cc(OC)c4)nn23)CC1,-11,-4.7%
Cn1c(SCC(N)=O)nnc1-c1ccc(C(C)(C)C)cc1,13,-1.9%
CCCc1ccccc1OCCNC(C)=O,10,-0.6%
CN1CCN(C(=S)Nc2ccc(Cl)cc2Cl)CC1,.,4.3%
Clc1ccc(N=C2SCCS2)cc1,14,-3.5%
O=C(Cc1ccc(F)cc1)Nc1nnc(SCC(=O)NC2CCCC2)s1,-14,1.2%
COC(=O)C1CCN(C(=O)COC(=O)[C@@H]2CC(O)CN2S(=O)(=O)c2ccc3c(c2)OCCO3)CC1 (stereo not given in full),57,-0.3%
CCCN1C2CCCC1CC(NC(=S)Nc1ccc(OC)cc1)C2 (stereo not given),-9,5.8%
CC(=O)N1CCCSC1=Nc1ccccc1,.,1.8%
CC(=O)N1CCC2(CC1)CC(=O)c1cc(OCC(=O)N3CCN(C)CC3)ccc1O2,-10,-1.1%

In the list so far, four have a CF3 group.
Compound,RmlCD inh 1536,GlmU inhibition
O=C(O)CCC(=O)N1CCN(c2ncccc2C(F)(F)F)CC1,-6,-7.5%
Nc1ccc(SC(F)(F)F)cc1C(=O)c1ccccc1,1,.
COc1ccc(OC)c(S(=O)(=O)N2CCC(C(=O)Nc3cccc(C(F)(F)F)c3)CC2)c1,-12,6.5%
O=C(O)c1ccc(-c2nnn(Cc3cccc(C(F)(F)F)c3)n2)cc1,-10,-1.3%

Continued.
Compound,RmlCD inh 1536,GlmU inhibition
COc1ccc(-n2c(/C=C3\C(=O)Nc4ccccc43)nc3ccccc3c2=O)cc1,8,-9.7%
O=C1CC(c2ccco2)=Nc2ccccc2N1,.,-3.6%
CCC(=O)Oc1ccc2c(C)cc(=O)oc2c1C(=O)CC,2,-6.3%
COc1cccc(/C=C2\N=C(SC)SC2=O)c1OC,7,-2.4%
COc1cc2cccc(OC)c(=O)c2c(OC)c1OC,3,-3.1%
CCOC(=O)c1ccc(CNC(=O)Cn2nnc(-c3ccccc3)n2)o1,9,0.5%
COc1cccc(C2C(C(=O)Nc3cccnc3)=C(C)Nc3nnnn32)c1OC (stereo not given),7,-1.4%
CC1=C(O)C(=O)OC1c1c(Cl)cccc1Cl (stereo not given),-9,-0.2%
O=C(NC(=S)Nc1ccc(N2CCOCC2)cc1)c1ccc(Cl)cc1,-11,1.5%
